Compound activity (PubChem)
USP1 inh = blocks the human USP1/UAF1 deubiquitinase complex | Potency, µM (doses to about 57.1 µM), inactives show top-dose activity change, negative = inhibition, hits mostly inhibitors | 390,000 compounds, 0.23% hits | O94782 | AID 743255 | recombinant USP1/UAF1, Ub-Rhodamine cleavage fluorescence; note: potency is the fitted concentration of half-maximal effect; % is set by controls: 0 for no effect and ±100 for the full control effect; nearly all actives have a fitted effect of over 60% in size; inactives centre near -12
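High-throughput fluorogenic screen: 1nM USP1/UAF1 complex, Ub-Rho substrate 150nM final, 50mM HEPES pH 7.8 with 0.5mM EDTA, 0.1 mg/ml BSA, 1mM TCEP and 0.01% Tween-20.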
IDH1 R132H inh = inhibitors of human mutant IDH1 R132H. IDH1-R132H enzyme, NADPH consumption, diaphorase/resazurin fluorescence. Potency, µM (doses to about 76.6 µM), inactives show at the top dose activity change, negative = inhibition, usual class: inhibitors. 390,000 compounds, 0.093% hits; note: potency is the fitted concentration of half-maximal effect; % is set by controls: 0 for no effect and ±100 for the full control effect; nearly all actives have a fitted effect of over 65% in size
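IDH1-R132H (0.5 ug/mL dispensed) in pH 7.5 Tris buffer was preincubated 30 min with compound, then given a substrate mix of 0.016 mM NADPH and 2 mM alpha-KG for 80 min at room temperature; remaining NADPH was read by diaphorase/resazurin fluorescence.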
TRHR enhancer = TRH receptor (human) allosteric enhancement | TRHR cells, fluo-8 calcium fluorescence, EC20 TRH enhancement | enhancement, % at 2 µM | 360,000 compounds, 0.66% hits; in the data active = enhancement above about 30%; note: 0% is about no effect
Target sequence (P34981 whole entry, looked up): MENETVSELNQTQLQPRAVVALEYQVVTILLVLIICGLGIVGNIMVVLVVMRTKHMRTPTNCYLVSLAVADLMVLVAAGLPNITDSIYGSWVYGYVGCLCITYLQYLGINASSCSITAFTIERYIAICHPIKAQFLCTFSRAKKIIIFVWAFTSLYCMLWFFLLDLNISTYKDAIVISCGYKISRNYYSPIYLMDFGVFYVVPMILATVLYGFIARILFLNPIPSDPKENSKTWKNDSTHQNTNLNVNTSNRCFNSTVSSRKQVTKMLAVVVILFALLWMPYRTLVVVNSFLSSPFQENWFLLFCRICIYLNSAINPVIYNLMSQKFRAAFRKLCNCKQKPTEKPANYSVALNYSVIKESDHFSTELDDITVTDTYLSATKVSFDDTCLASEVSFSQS
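TRHR-expressing cells loaded with fluo-8 calcium dye were read kinetically (ex 480/em 530) during compound addition, then stimulated with an EC20 of TRH (10 nM final). Enhancement of the Gq-mediated intracellular calcium response was scored.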
Pin1 inhibitor = human Pin1 inhibition; Potency, µM (series often up to 115 µM), without a hit: at the highest dose activity, negative = inhibition, usual class: inhibitors; Pin1 FP peptide displacement, HiFluor488, 10 min; Q13526; 390,000 compounds, 0.009% hits; active = well fitted inhibition curve with a large enough effect in the polarisation, with a control signal flat, not every such curve was filed as active; inconclusive = small, poorly fitted or top-dose-only effect, or effect the other way, or a change in a side signal; inactive = no such curve, though single readings can be large or run the other way; the % refers to the polarisation; note: potency is the fitted concentration of half-maximal effect; % is set by controls: 0 for no effect and ±100 for the full control effect
Target sequence (Q13526 whole entry, looked up): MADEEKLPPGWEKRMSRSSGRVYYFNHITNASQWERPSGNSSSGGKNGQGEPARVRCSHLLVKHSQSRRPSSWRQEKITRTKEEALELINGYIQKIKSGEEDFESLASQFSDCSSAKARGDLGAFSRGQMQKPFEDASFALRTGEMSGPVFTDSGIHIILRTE
D2 antag = antagonists of human D2 dopamine receptor. HEK293 TREx D2 cells, calcium flux, dopamine EC80. P14416. inhibition, % at 10 µM. 340,000 compounds, 2% hits. AID 485344; in the data active = inhibition above about 30%; note: 0% is about no effect
Target sequence (P14416 whole entry, looked up): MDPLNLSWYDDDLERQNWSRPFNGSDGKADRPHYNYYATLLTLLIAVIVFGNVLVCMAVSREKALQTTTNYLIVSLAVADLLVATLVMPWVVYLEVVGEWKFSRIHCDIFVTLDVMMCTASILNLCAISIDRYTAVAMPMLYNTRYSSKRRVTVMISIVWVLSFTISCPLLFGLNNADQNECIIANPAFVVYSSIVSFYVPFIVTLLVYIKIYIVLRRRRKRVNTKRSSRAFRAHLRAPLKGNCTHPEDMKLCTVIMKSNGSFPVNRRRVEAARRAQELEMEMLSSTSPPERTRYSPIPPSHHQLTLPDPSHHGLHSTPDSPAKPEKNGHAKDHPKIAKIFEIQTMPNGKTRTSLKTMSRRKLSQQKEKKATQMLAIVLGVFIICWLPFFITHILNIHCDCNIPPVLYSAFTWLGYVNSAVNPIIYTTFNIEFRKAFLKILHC
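Compounds are added to dye-loaded, induced HEK293 T-REx cells coupled to calcium release via D2; after a 3 min kinetic read an EC80 dopamine stimulus is given and fluorescence is recorded for 3 more min.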
TrxR1 inh = rat TrxR1 inhibition. AID 588453. 390,000 compounds, 1% hits. Potency, µM (titrated, usually from 114 µM), without a hit: at the top dose activity change, negative = inhibition, hits mostly inhibitors. recombinant rTrxR1, NADPH fluorescence consumption, selenite substrate. O89049; note: potency is the fitted concentration of half-maximal effect; % is set by controls: 0 for no effect and ±100 for the full control effect; nearly all actives have a fitted effect of over 65% in size
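Rat TrxR1 (90 nM in the dispensed reagent) was pre-reduced with 400 uM NADPH for 5 min at room temperature, then incubated with compound for 15 min. After 400 uM selenite was added, NADPH fluorescence (Ex 340/Em 450 nm) was followed for 8 min.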
D2 agonist = agonists of human D2 dopamine receptor; P14416; HEK293 T-REx D2 cells, calcium flux agonist mode; activation, % at 2 µM; 340,000 compounds, 0.53% hits; AID 485358;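 active = activation over 3 SD above normal in the single-dose calcium agonist read, cut at about 30% in these data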; note: 0% is about no effect
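In this primary screen, compounds producing a positive calcium signal within 180 s of addition to tetracycline-induced, force-coupled HEK293 Trex D2 cells are flagged; cells are dye-loaded with a no-wash calcium kit beforehand.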
TrxR1 substrate = rat thioredoxin reductase 1 substrate activity; purified TrxR1 substrate turnover, NADPH consumption readout; Potency, µM (titrated, usually from 114 µM), for inactives: top-dose activity change, negative = substrate turnover; 390,000 compounds, 0.01% hits; AID 588456; O89049; note: potency is the fitted concentration of half-maximal effect; % is set by controls: 0 for no effect and ±100 for the full control effect; nearly all actives have a fitted effect of over 50% in size
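Rat TrxR1, dispensed at 90 nM, was prereduced with 400 uM NADPH (final) for 5 min at ~22 deg C, then incubated with compound 15 min before 400 uM selenite. A first-read NADPH fluorescence drop versus no-compound background flagged substrates.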
TRHR agonist = agonists of human TRH receptor; P34981; TRHR cells, calcium flux fluo-8, FDSS agonist mode; activation, % at 2 µM; 360,000 compounds, 0.18% hits; AID 493084; in the data active = activation above about 30%; note: 0% is about no effect
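Fluo-8-loaded TRHR cells; 10 s baseline, compound added, kinetic Ca2+ fluorescence read 1/s, agonist mode.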
Starred values were filed as active, the others as inactive; ? = inconclusive; . = no result given; & = joins results of further samples; [ ] = dose if it differs, or a comment. Unless noted, calls come from the whole dose curve; as a rule, active = well fitted inhibition curve with a large enough effect; inconclusive = small, poorly fitted or top-dose-only effect; inactive = no such curve, though single readings can be large or run the other way.

Labels used below: A = USP1 inh; B = IDH1 R132H inh; C = TRHR enhancer; D = Pin1 inhibitor; E = D2 antag; F = TrxR1 inh; G = D2 agonist; H = TrxR1 substrate; I = TRHR agonist
1. NC(=O)CCCCC(=O)OCCCc1cccs1
  A = -2%; B = -3%; C = 2; D = -16%; E = 0; F = -6%; G = -0.8; H = 5%; I = 0.6
2. Cc1ccc(NC(=O)N2CCC(CN3CCC(C)CC3)CC2)cc1F
  A = -13%; B = -11%; C = 6; D = -4%; E = .; F = 2%; G = .; H = -7%; I = 0.5
3. O=C1CCC[C@@H]2C[C@@]3(C[C@@H]4CCN1[C@H]24)Nc1cc(Cl)ccc1NC3=NC1CCCCC1
  A = -21%; B = 8%; C = .; D = -5%; E = .; F = 8%&19%; G = .; H = 0%&-1%; I = .
4. COc1ccc(C2C(C(C)=O)=C(C)Nc3ncnn32)cc1 (centres undefined)
  A = -11%; B = 14%; C = -7; D = -8%; E = -8; F = 10%; G = 0.0; H = -4%; I = 0.1
5. COc1ccccc1-c1nc(C#N)c(N2CCN(c3ccccc3)CC2)o1
  A = -8%; B = 3%; C = -5; D = 11%; E = -10; F = 53%[activator]; G = 0.5; H = 112%[activator]; I = -0.3
6. COC(=O)C1CCCCN1C(=O)c1ccc(OC2CCN(C(C)=O)CC2)c(OC)c1 (centres undefined)
  A = -17%; B = 7%; C = -1; D = -1%; E = -6; F = -1%; G = 0.6; H = 1%; I = 0.0
7. O=C(O)c1ccc2c(=O)n3cc(C(=O)c4ccccc4O)cc(Cl)c3nc2c1
  A = -13%; B = 15%; C = 2; D = ?; E = 6; F = -9%; G = -0.3; H = -11%; I = 0.4
8. Cn1nccc1C(=O)N1CCCC(C(=O)c2cccc3ccccc23)C1 (centres undefined)
  A = -13%; B = 0%; C = 5; D = -6%; E = 7; F = 31%; G = -0.6; H = 3%; I = -1.2
9. Cc1c(CCC(=O)NCCCN2CCCC2=O)c(=O)oc2cc(O)ccc12
  A = -9%; B = 0%; C = 3; D = -8%; E = 9; F = ?; G = 0.8; H = 988%[activator]; I = -0.2
10. COc1ccc([C@H]2CC(=O)C=C(c3cc(OC)ccc3OC)C2)cc1
  A = -11%; B = -10%; C = 0; D = ?; E = -7; F = 11%[57.1 µM]; G = 2.3; H = 1%[57.1 µM]; I = 0.2
11. O=C1C=C(Nc2cccc3cccnc23)c2ccccc2C1=O
  A = 18µM*; B = 16%; C = 10; D = ?; E = -2; F = ?; G = 0.8; H = -11%; I = 1.9
12. O=C(O)CC1(CC(=O)Nc2ccc3c(c2)OCCCO3)CCCCC1
  A = 0%; B = -4%; C = 2; D = -2%; E = 5; F = 21%[57.1 µM]; G = -0.1; H = 3%[57.1 µM]; I = 0.7
13. CC(C)Oc1cccc(C(=O)Nc2ccc3oc(-c4ccccc4)nc3c2)c1
  A = ?; B = -7%; C = -5; D = 4%; E = .; F = 12%[57.1 µM]; G = 1.2; H = -4%[57.1 µM]; I = 1.6
14. CCC(=O)N1CCN(c2c(Cl)cccc2[N+](=O)[O-])CC1
  A = -22%; B = 3%; C = -1; D = -12%; E = -18; F = 14%; G = -0.2; H = 4%; I = 0.2
15. CC[C@]12c3[nH]c4ccc(Cl)cc4c3CCN1C(=O)[C@@H](CC(=O)NCCc1ccccn1)C[C@@H]2C(=O)N1CCN(C(=O)c2ccco2)CC1
  A = 0%; B = 0%; C = .; D = 0%; E = .; F = -35%; G = .; H = -6%; I = .
16. CCSc1nnc(NC(=O)CSc2nnc(CNC(=O)c3cc(OC)c(OC)c(OC)c3)o2)s1
  A = -20%; B = 2%; C = 0; D = 1%; E = -1; F = 4%; G = 1.8; H = -3%; I = 0.2
17. COc1cc2c(cc1OC)C(c1ccc(C)cc1)NC(=O)C2 (centres undefined)
  A = -9%; B = -6%; C = 1; D = 0%; E = -28; F = 53%[activator]; G = -1.3; H = 9%; I = 0.2
18. Cc1c(C(=O)N2CCCCC2C)sc2ncnc(N3CCc4ccccc4C3)c12 (centres undefined)
  A = -22%; B = -7%; C = -2; D = -4%; E = 8; F = 6%[57.1 µM]; G = -0.5; H = 5%[57.1 µM]; I = -0.2
19. CS(=O)(=O)c1ccc(Cl)c(NC(=O)CSc2nnc(C3CC3)n2C2CC2)c1
  A = -22%; B = 7%; C = 3; D = 2%; E = -36; F = 14%; G = 0.1; H = 7%; I = 0.0
20. O=C(O)C1CCN(S(=O)(=O)c2ccc(Cl)s2)CC1
  A = ?; B = 2%; C = .; D = -6%; E = .; F = -4%[2.29 µM]; G = .; H = -1%[2.29 µM]; I = .
21. Cc1ccc(C(=O)CNc2cccc(Cl)c2)cc1
  A = -25%; B = -3%; C = 3; D = -4%; E = -3; F = 22%; G = -0.5; H = 10%; I = 0.2
22. O=C1NC(=S)S/C1=C\c1ccc2ccccc2c1
  A = 3%; B = 7%; C = -5; D = 12%; E = -15; F = -6%[57.1 µM]; G = 1.3; H = -11%[57.1 µM]; I = -0.4
23. Cc1ccc(SCC(=O)N2CCN(c3ccccn3)CC2)cc1
  A = -25%; B = 0%; C = 10; D = 4%; E = -5; F = 18%; G = -1.6; H = 11%; I = -0.3
24. CCOc1ccc2nc(Cl)c(C3CC(c4ccc(OC)cc4)=NN3S(C)(=O)=O)cc2c1 (centres undefined)
  A = -26%; B = 0%; C = 16; D = -2%; E = .; F = -6%; G = -0.2; H = 1%; I = -0.9
25. CC(CC(=O)Nc1ccc(C(N)=O)cc1)c1ccccc1 (centres undefined)
  A = -1%; B = 0%; C = 7; D = -1%; E = 6; F = -3%; G = 0.6; H = -3%; I = 0.4
26. COc1cccc(CNC(=O)c2ccc(C3SCCS3)cc2)c1
  A = -24%; B = 2%; C = 1; D = 14%; E = 2; F = 6%; G = -1.2; H = 4%; I = -0.6
27. Oc1ccc(Cl)cc1CNc1ccc(Br)cn1
  A = -22%; B = 10%; C = -7; D = -1%; E = 1; F = 3%; G = 3.9; H = 1%; I = 1.4
28. Cc1cccc(N2CCN(c3nc4ccc(C)cc4n4cnnc34)CC2C)c1 (centres undefined)
  A = -29%; B = -14%; C = 0; D = 42%[activator]; E = .; F = 80%[activator]; G = 0.4; H = 34%; I = -0.1
29. Cc1c(C)c2ccc(OCC(=O)NCCc3c[nH]c4ccccc34)c(C)c2oc1=O
  A = -27%; B = 6%; C = -9; D = 0%; E = -1; F = 11%; G = 0.3; H = 1%; I = 0.2
30. O=C(CSc1nc(=O)n(Cc2ccccn2)c2c1CCC2)Nc1ccccc1
  A = -25%; B = -17%; C = -5; D = 19%; E = .; F = -3%[0.457 µM]; G = 0.2; H = 4%[0.457 µM]; I = 0.5
31. Cc1cc(C)c(S(=O)(=O)N(CC(=O)N2CCOCC2)C2CCCCC2)c(C)c1
  A = -5%; B = 2%; C = 15; D = 1%; E = -18; F = 8%; G = 0.9; H = 0%; I = 0.4
32. O=C(Cc1n[nH]c(=O)c2ccccc12)OCC(=O)c1ccc(F)c(F)c1
  A = -5%; B = 3%; C = 1; D = 2%; E = -1; F = -13%; G = -0.1; H = -10%; I = -0.1
33. Cc1cc(C(=O)N/N=C/c2ccc(-c3ccccc3Cl)o2)n[nH]1
  A = -6%; B = 8%; C = 4; D = 2%; E = -21; F = -11%; G = -0.6; H = 5%; I = -2.1
34. COC(=O)c1ccc2c(=O)[nH]c(CN3c4ccccc4CC3C)nc2c1 (centres undefined)
  A = -20%; B = 8%; C = -2; D = ?; E = -6; F = -21%; G = 0.5; H = 7%; I = 0.1
35. CCOC(=O)C1=C(c2ccccc2)N=c2s/c(=C\c3ccco3)c(=O)n2C1c1cccs1 (centres undefined)
  A = -13%; B = 0%; C = 6; D = 16%; E = -14; F = ?; G = 1.4; H = -5%; I = 1.5
36. CCCCOC(=O)CCCN1C(=O)/C(=C2\SC(=S)N(CCCC(=O)OCCCC)C2=O)SC1=S
  A = -24%; B = 4%; C = -2; D = 3%; E = 4; F = -19%; G = 0.0; H = -4%; I = 1.3
37. Cc1cccc(-n2nnc3cnn(C)c3c2=O)c1
  A = -12%; B = 9%; C = 0; D = -3%; E = 2; F = 6%[57.1 µM]; G = -0.3; H = -3%[57.1 µM]; I = -0.1
38. Cc1ccc(-c2noc(-c3ccc(NCc4cccnc4)c([N+](=O)[O-])c3)n2)cc1
  A = -16%; B = 6%; C = 9; D = 1%; E = .; F = -6%; G = -0.8; H = -8%; I = 0.8
39. CC(=O)NC(Cc1ccccc1C)C(=O)NC1CCN(c2nnnn2-c2ccccc2)CC1 (centres undefined)
  A = -6%; B = -2%; C = 15; D = -4%; E = 3; F = 24%[0.0914 µM]; G = 0.5; H = 1%; I = -0.3
40. CC(C)Oc1ccc(C(=O)OC(C)C(=O)Nc2nc(-c3cccc([N+](=O)[O-])c3)cs2)cc1 (centres undefined)
  A = -8%; B = 0%; C = -6; D = -10%; E = 0; F = 27%; G = 0.0; H = -4%; I = 0.2

A draw from above in order of heavy-atom count, ascending.
Labels used below: A = USP1 inh; B = IDH1 R132H inh; C = TRHR enhancer; D = Pin1 inhibitor; E = D2 antag; F = TrxR1 inh; G = D2 agonist; H = TrxR1 substrate; I = TRHR agonist
33. Cc1cc(C(=O)N/N=C/c2ccc(-c3ccccc3Cl)o2)n[nH]1
  A = -6%; B = 8%; C = 4; D = 2%; E = -21; F = -11%; G = -0.6; H = 5%; I = -2.1
30. O=C(CSc1nc(=O)n(Cc2ccccn2)c2c1CCC2)Nc1ccccc1
  A = -25%; B = -17%; C = -5; D = 19%; E = .; F = -3%[0.457 µM]; G = 0.2; H = 4%[0.457 µM]; I = 0.5
3. O=C1CCC[C@@H]2C[C@@]3(C[C@@H]4CCN1[C@H]24)Nc1cc(Cl)ccc1NC3=NC1CCCCC1
  A = -21%; B = 8%; C = .; D = -5%; E = .; F = 8%&19%; G = .; H = 0%&-1%; I = .

An excerpt; the hit share may differ from the screen's.
